Screens deposited in PubChem by Broad Institute.
esBAF inh: SWI/SNF esBAF complex inhibition | mouse ES cells, Bmi1-luciferase knock-in reporter, 24 h; 100% = twice the neutral-well signal | 350,000 compounds, 2% hits | reporter increase, % at 12.5 µM | AID 602393; in the data active means activation above about 40%; inconclusive means no clear call, values can overlap the other calls;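 further: 0% = median of the plate's neutral control wells and 100% = double that signal; a rise in the Bmi1 reporter signal indicates esBAF inhibition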
Cneo AK release: causes C. neoformans cell lysis; adenylate kinase release luminescence, 4 h; normalised: neutral wells 0, clomiphene wells 100; lysis activity, % at 15 µM; 360,000 compounds, 0.2% hits;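 active means mean lysis activity across replicates of at least 80%, whatever share of replicates individually reach that level; inactive means mean lysis activity below 80%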
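Assay system: Cryptococcus neoformans yeast cells / Dosing: single-point compound dose / Timing: 4 h at 37 °C static, read 1 h later / Measured by: luminescence of released adenylate kinase using an AK detection reagent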
ARNT TACC3 PPI: ARNT/TACC3 interaction disruption; AlphaScreen His-ARNT PAS-B/GST-TACC3 binding, luminescence; TACC3 fragment carries E629A point mutation; inhibition, % at 9.99 µM; 390,000 compounds, 0.66% hits;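 active means mean inhibition of replicates at least 50% and at least half of replicates each reaching 50%; inconclusive means half or more replicates reach 50% but mean below 50%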;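 further: 0% = complete ARNT plus TACC3 wells and 100% = ARNT alone without TACC3; many hits fall short of the cut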
SIRT5 block: inhibitors of human sirtuin-5 desuccinylase; Purified SirT5, succinyl-peptide AMC, trypsin-coupled fluorescence; 330,000 compounds, 1.1% hits; Q9NXA8; inhibition, % at 15 µM; in the data active means inhibition above about 15%; inconclusive means no clear call, values can overlap the other calls
Target sequence (Q9NXA8 whole entry, looked up): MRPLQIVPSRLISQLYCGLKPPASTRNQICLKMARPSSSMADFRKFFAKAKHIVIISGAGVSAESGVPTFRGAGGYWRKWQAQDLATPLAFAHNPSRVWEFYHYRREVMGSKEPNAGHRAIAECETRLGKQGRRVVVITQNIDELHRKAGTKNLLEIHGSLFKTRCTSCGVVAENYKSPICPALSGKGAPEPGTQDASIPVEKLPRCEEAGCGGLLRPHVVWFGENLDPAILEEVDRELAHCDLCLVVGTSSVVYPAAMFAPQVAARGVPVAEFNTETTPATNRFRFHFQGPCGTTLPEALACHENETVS
miR122 inh: miR-122 inhibition in Huh7 cells; Huh7 miR-122 Renilla luciferase sensor, 48 h; neutral wells = 0, positive control = 100; activation (reporter increase), % at 12.5 µM; 340,000 compounds, 0.3% hits; AID 602342;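 active means mean replicate activation score at least 90 and every replicate individually at or above 90; inconclusive means only one of the two criteria met; inactive means neither criterion met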;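 further: higher luciferase means less miR-122 activity so hits act as miR-122 inhibitors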
ERp5 inh: blocks human ERp5 reductase activity on insulin; Q15084; ERp5 insulin aggregation, absorbance 650 nm, 90 min; inhibition, % at 9.99 µM; 350,000 compounds, 0.05% hits; AID 651711;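 active means mean replicate inhibition above about 25%, with every replicate also reaching it, limit read from the data, passing the limit was not always enough; inconclusive means only one of those two criteria met; inactive means neither criterion met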
Target sequence (Q15084 whole entry, looked up): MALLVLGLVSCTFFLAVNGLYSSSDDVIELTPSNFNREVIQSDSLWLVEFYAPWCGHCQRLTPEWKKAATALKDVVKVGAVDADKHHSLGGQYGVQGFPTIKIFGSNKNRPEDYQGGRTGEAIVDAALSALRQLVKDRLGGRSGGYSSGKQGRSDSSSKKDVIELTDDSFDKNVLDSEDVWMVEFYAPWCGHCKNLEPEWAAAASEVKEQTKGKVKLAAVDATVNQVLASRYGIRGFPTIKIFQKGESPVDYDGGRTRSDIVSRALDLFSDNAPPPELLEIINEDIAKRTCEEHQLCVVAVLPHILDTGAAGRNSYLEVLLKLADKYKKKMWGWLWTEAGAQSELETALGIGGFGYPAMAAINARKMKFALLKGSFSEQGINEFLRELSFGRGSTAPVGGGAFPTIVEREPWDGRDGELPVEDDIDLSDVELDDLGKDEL
Statin myotox sup: suppressors of simvastatin-induced myotoxicity in C2C12 myotubes; ATP luminescence, 48 h; scaled: DMSO 0, geranylgeraniol control 100; rescue of ATP level, % at 7.49 µM; 330,000 compounds, 0.78% hits; AID 602340;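 active means mean ATP rescue above about 67%, or every replicate alone reaching that limit, limit read from the data, passing the limit was not always enough; inconclusive means no clear call, values can overlap the other calls; inactive means mean under the limit and some replicate under it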;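 further: myotubes were challenged with 10 µM simvastatin during compound exposure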
Active calls of the source: *; ? = inconclusive; · = no result given; [ ] = dose if it differs, or a comment.

No.	SMILES	esBAF inh	Cneo AK release	ARNT TACC3 PPI	SIRT5 block
1	CCC1(C)Cc2c(sc3nnn(Cc4ccccc4Cl)c(=O)c23)CO1 (configuration not stated)	-5.0	8.4	8.4	·
2	CC1CCCCN1CCNC(=O)CN1C(=O)COc2ccccc21 (configuration not stated)	-4.7	0.0	0.5	·
3	C[C@@H]1CN([C@@H](C)CO)C(=O)c2cc(NS(=O)(=O)c3ccc(Cl)cc3)ccc2O[C@@H]1CN(C)C(=O)NC1CCCCC1	3.6	-4.3	-4.6	0.6
4	COCc1cc(C)nc(SCC[N+](C)(C)CC(=O)c2ccccc2)c1C#N	-5.8	-0.3	-0.2	-2.4
5	Cc1cccc(C)c1OCC(=O)NNC(=O)CCNC(=O)c1ccco1	-5.5	·	1.7	-1.8
6	CCC(C)n1c(-c2cccc(S(=O)(=O)N3CCOCC3)c2)n[nH]c1=S (configuration not stated)	0.0	3.4	-7.3	4.2
7	O=C(Cc1cccs1)N1CCN=C1SCc1cccc(F)c1	6.1	-0.7	-11.4	-0.3
8	COc1ccc(S(=O)(=O)NC(C)C(=O)Nc2cccc(C(C)=O)c2)cc1 (configuration not stated)	-3.4	44.5	12.8	·

No.	miR122 inh	ERp5 inh	Statin myotox sup
1	-1.8	·	30.9
2	4.7	·	0.2
3	-10.1[16.7 µM]	-5.2	22.0
4	0.0	1.8	-10.4
5	-8.9	1.6	10.2
6	-3.0	-4.3	1.0
7	-4.0	4.0	9.4
8	6.6	·	13.9

Further records:
No.	SMILES	esBAF inh	Cneo AK release	ARNT TACC3 PPI	SIRT5 block
9	O=C(CCl)N1CCCC1c1ccc2c(c1)OCCO2 (configuration not stated)	?	-1.8	·	2.7
10	Oc1c(C(Nc2nccs2)c2ccc(C(F)(F)F)cc2)ccc2cccnc12 (configuration not stated)	·	·	28.1	-5.9
11	C[C@H]1CN([C@@H](C)CO)C(=O)c2cccc(NC(=O)c3ccc(-c4nccs4)cc3)c2O[C@@H]1CN(C)CC1CCCCC1	-3.2	0.0	3.0	2.7
12	COc1ccc(NC(=O)CSc2nnc(-c3ccncc3)n2CC2CCCO2)c(OC)c1 (configuration not stated)	·	-0.8	3.3	·
13	Cc1ccc(CNC(=O)CS(=O)Cc2nc(-c3ccccc3Cl)oc2C)cc1 (configuration not stated)	-0.6	1.2	-27.4	-2.0
14	CCC(=O)N(C)C[C@H]1Oc2ncc(C#CCC3CCCC3)cc2C(=O)N([C@H](C)CO)C[C@@H]1C	-0.1	-2.5	-5.3	-5.4
15	Cc1cc(C)c2nc(SCC(=O)NCCN3C(=O)CSC3=O)cc(C)c2c1	·	0.1	19.4	-5.1
16	COc1cccc(NC(=O)N2CCCC2)c1	18.5	15.5	-1.9	0.8

No.	miR122 inh	ERp5 inh	Statin myotox sup
9	-3.1	2.9	-221.1
10	·	11.1	·
11	22.5[16.7 µM]	11.4	?
12	12.6	·	·
13	-15.9	3.1	7.1
14	1.1[16.7 µM]	5.8	-13.5
15	2.7	-1.9	·
16	-11.1	4.9	2.0

Part of the list above in order of heavy-atom count, lowest first.
No.	SMILES	esBAF inh	Cneo AK release	ARNT TACC3 PPI	SIRT5 block
16	COc1cccc(NC(=O)N2CCCC2)c1	18.5	15.5	-1.9	0.8
9	O=C(CCl)N1CCCC1c1ccc2c(c1)OCCO2 (configuration not stated)	?	-1.8	·	2.7
7	O=C(Cc1cccs1)N1CCN=C1SCc1cccc(F)c1	6.1	-0.7	-11.4	-0.3
6	CCC(C)n1c(-c2cccc(S(=O)(=O)N3CCOCC3)c2)n[nH]c1=S (configuration not stated)	0.0	3.4	-7.3	4.2
5	Cc1cccc(C)c1OCC(=O)NNC(=O)CCNC(=O)c1ccco1	-5.5	·	1.7	-1.8
4	COCc1cc(C)nc(SCC[N+](C)(C)CC(=O)c2ccccc2)c1C#N	-5.8	-0.3	-0.2	-2.4
13	Cc1ccc(CNC(=O)CS(=O)Cc2nc(-c3ccccc3Cl)oc2C)cc1 (configuration not stated)	-0.6	1.2	-27.4	-2.0
12	COc1ccc(NC(=O)CSc2nnc(-c3ccncc3)n2CC2CCCO2)c(OC)c1 (configuration not stated)	·	-0.8	3.3	·
14	CCC(=O)N(C)C[C@H]1Oc2ncc(C#CCC3CCCC3)cc2C(=O)N([C@H](C)CO)C[C@@H]1C	-0.1	-2.5	-5.3	-5.4
11	C[C@H]1CN([C@@H](C)CO)C(=O)c2cccc(NC(=O)c3ccc(-c4nccs4)cc3)c2O[C@@H]1CN(C)CC1CCCCC1	-3.2	0.0	3.0	2.7

No.	miR122 inh	ERp5 inh	Statin myotox sup
16	-11.1	4.9	2.0
9	-3.1	2.9	-221.1
7	-4.0	4.0	9.4
6	-3.0	-4.3	1.0
5	-8.9	1.6	10.2
4	0.0	1.8	-10.4
13	-15.9	3.1	7.1
12	12.6	·	·
14	1.1[16.7 µM]	5.8	-13.5
11	22.5[16.7 µM]	11.4	?

Further compounds follow:
No.	SMILES	esBAF inh	Cneo AK release	ARNT TACC3 PPI	SIRT5 block
17	Cc1c(C(=O)NCc2ccc3c(c2)OCO3)oc2ccccc12	17.8	-1.1	3.9	·
18	Cc1cc(NS(=O)(=O)c2ccc(NC(=O)c3cc4c(=O)n5ccccc5nc4s3)cc2)nc(C)n1	·	·	2.6	-4.4
19	CC(=O)Nc1cccc(NC(=O)CSc2n[nH]c(-c3ccccc3)n2)c1	-0.2	0.0	-5.8	2.3
20	Cc1ccc(NC(=O)c2ccc3c(c2)NC(=O)CS3)nc1	·	1.3	2.1	-3.3
21	COc1ccc(Cl)cc1NC(=S)NC1CCCC1	0.1	1.2	-2.9	-3.4
22	Nc1cc(N)cc(-c2nc3ccccc3[nH]2)c1	14.0	·	-4.5	·
23	Cc1ccc(N(C(C)C(=O)Nc2c(C)n(C)n(-c3ccccc3)c2=O)S(C)(=O)=O)cc1C (configuration not stated)	2.1	2.7	-3.8	-1.2
24	COc1ccccc1NC(=O)N(Cc1ccco1)Cc1cc2c(C)ccc(C)c2[nH]c1=O	-5.2	3.8	-3.6	·

No.	miR122 inh	ERp5 inh	Statin myotox sup
17	7.2	·	5.9
18	·	-0.1	·
19	8.2	-6.8	-15.4
20	-2.2	-3.5	-0.1
21	17.9	1.3	-3.1
22	3.5	·	5.3
23	-9.1	-0.4	-1.1
24	-7.8	·	2.2

Continuation.
No.	SMILES	esBAF inh	Cneo AK release	ARNT TACC3 PPI	SIRT5 block
25	COc1ccc(C(=O)Nc2nc(C)cc(C)n2)cc1	·	·	-6.5	5.0
26	CC(CN(C)Cc1ccccc1)OC(=O)c1ccccc1F (configuration not stated)	·	-6.9	-6.2	·
27	CSCCC(NC(=O)c1ccccc1)C(=O)N1CC=C(c2ccccc2)CC1 (configuration not stated)	6.9	3.2	·	-2.4
28	CC(=O)Oc1ccc2c(=O)c(N3C(=O)c4ccccc4C3=O)c(C)oc2c1	3.2	-1.7	-1.6	·
29	Cc1noc(C)c1C(=O)OCC(=O)Nc1cc(Cl)ccc1Oc1ccccc1	-6.3	·	-0.8	·
30	C[C@@H]1CCCCO[C@@H](CN(C)C(=O)CCC(F)(F)F)[C@@H](C)CN([C@H](C)CO)C(=O)c2cc(NC(=O)c3ccccc3)ccc2O1	0.1	-3.7	-5.0	1.3
31	N=c1n(Cc2ccc(Cl)cc2)c2ccccc2n1CC(O)COc1ccccc1 (configuration not stated)	-32.0	4.4	5.8	-4.2
32	N=c1c2ccccc2nc2n1CCCCCCC2	-6.7	1.4	·	2.7
33	C[C@H]1CN([C@@H](C)CO)C(=O)Cc2cc(NS(=O)(=O)c3ccc(F)cc3)ccc2O[C@@H]1CN(C)S(=O)(=O)c1ccc(Cl)cc1	7.0	-0.5	-3.0	·
34	COc1cccc(C(=O)N2CCN(Cc3ccccc3[N+](=O)[O-])CC2)c1	·	0.1	3.0	7.8
35	CCn1c(Cc2ccccc2)nnc1SCC(=O)c1c(N)n(C2CC2)c(=O)[nH]c1=O	-2.6	2.0	-2.2	0.1

No.	miR122 inh	ERp5 inh	Statin myotox sup
25	·	0.5	·
26	3.1	·	·
27	·	-3.7	20.4
28	-10.0	·	-5.7
29	-0.5	·	-12.7
30	7.6[16.7 µM]	-3.3	·
31	-39.3	-0.9	-47.9
32	-3.2	5.2	0.1
33	-9.0[16.7 µM]	·	12.7
34	3.6	7.2	·
35	3.9	-4.5	17.6

Exported as tab-separated lines: part of the list above.
nr	Structure	esBAF inh	Cneo AK release	ARNT TACC3 PPI	SIRT5 block	miR122 inh	ERp5 inh	Statin myotox sup
25	COc1ccc(C(=O)Nc2nc(C)cc(C)n2)cc1	·	·	-6.5	5.0	·	0.5	·
26	CC(CN(C)Cc1ccccc1)OC(=O)c1ccccc1F (configuration not stated)	·	-6.9	-6.2	·	3.1	·	·
